# N370S GC mod: inhibits or activates N370S mutant glucocerebrosidase; P04062; N370S GC spleen homogenate, 4MU-glucoside fluorescence; Potency, µM (titrated, usually from 59.4 µM), for inactives: at the top dose activity change, negative = inhibition, usual class: inhibitors; 0.092% of 330,000 active; AID 2101;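 also: 0% = full enzyme activity and -100% = no enzyme basal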
# FEN1 inhibitor: human FEN1 inhibition. P39748. Recombinant FEN1 flap cleavage, fluorescence, 15 min. Potency, µM (doses to about 114 µM), without a hit: at the top dose activity change, negative = inhibition, most hits filed as inhibitors. 0.35% of 390,000 active. AID 588795; also: nearly all actives have a fitted effect of over 65% in size
# Target sequence (P39748 whole entry, looked up): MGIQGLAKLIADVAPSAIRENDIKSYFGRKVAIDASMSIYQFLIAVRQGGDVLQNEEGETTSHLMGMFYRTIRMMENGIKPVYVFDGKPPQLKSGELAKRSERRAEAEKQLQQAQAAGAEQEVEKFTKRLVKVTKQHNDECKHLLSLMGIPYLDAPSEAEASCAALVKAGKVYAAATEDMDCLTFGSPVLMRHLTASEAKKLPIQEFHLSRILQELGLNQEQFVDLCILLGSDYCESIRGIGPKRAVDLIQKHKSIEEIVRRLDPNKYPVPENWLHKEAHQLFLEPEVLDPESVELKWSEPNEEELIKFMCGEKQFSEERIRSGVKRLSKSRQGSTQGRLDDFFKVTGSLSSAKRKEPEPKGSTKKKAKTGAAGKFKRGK
#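 Potency values derive from four-parameter Hill fits of normalized qHTS data. The reaction used 10 nM FEN1 preincubated 15 min at room temperature with compound, then 50 nM DNA substrate, read at 0 and 15 min.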
# TDP1 block: blocks human tyrosyl-DNA phosphodiesterase 1 | Q9NUW8 | recombinant TDP1, AlphaScreen DNA substrate cleavage | Potency, µM (top dose mostly 130 µM), inactives show at the top dose activity change, negative = inhibition, hits mostly inhibitors | 0.28% of 350,000 active | AID 485290; also: nearly all actives have a fitted effect of over 40% in size
# Target sequence (Q9NUW8 whole entry, looked up): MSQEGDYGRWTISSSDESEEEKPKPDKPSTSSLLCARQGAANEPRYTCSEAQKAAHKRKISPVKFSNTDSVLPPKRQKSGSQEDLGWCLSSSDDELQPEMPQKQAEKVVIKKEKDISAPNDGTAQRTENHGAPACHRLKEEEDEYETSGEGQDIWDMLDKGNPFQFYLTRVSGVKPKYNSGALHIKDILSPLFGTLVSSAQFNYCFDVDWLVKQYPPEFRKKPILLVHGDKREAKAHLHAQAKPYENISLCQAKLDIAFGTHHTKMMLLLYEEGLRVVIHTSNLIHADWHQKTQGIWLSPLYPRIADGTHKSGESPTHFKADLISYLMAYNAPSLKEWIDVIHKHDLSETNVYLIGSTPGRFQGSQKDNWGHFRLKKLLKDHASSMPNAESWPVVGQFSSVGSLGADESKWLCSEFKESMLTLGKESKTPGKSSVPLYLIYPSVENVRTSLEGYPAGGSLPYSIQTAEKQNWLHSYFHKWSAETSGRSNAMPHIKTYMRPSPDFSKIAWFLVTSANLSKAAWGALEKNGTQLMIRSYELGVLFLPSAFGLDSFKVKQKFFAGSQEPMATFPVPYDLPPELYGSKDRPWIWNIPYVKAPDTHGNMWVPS
#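 Signal: AlphaScreen proximity between streptavidin donor and anti-FITC acceptor beads on intact substrate. Reaction: Tdp1 1 nM, substrate 15 nM final, 5 min RT after 15 min compound preincubation.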
# * marks the source's active call; other numbers are inactive results; ? = inconclusive; . = not tested or not shown; & = joins results of further samples; [ ] = remark or other dose. Calls follow the shape of the dose curve; as a rule, active = well fitted curve in the direction sought with a large enough effect; inconclusive = small, poorly fitted or top-dose-only effect, or another doubt; inactive = no such curve, though single readings can be large; an effect the other way counts as inactive or inconclusive. Unless noted, % is scaled to controls: 0 for no effect and ±100 for the full control effect; potency is read from the fitted curve at half-maximal effect. Hits appear at their usual frequency (roughly 0.57% active in at least one column).
molecule	N370S GC mod	FEN1 inhibitor	TDP1 block
Nc1c(C(=O)Nc2cccc(Cl)c2Cl)sc2nc(-c3cccnc3)ccc12	2%	3%	1%
O=C(CSc1nc(-c2ccc(F)cc2)cc(C(F)(F)F)n1)NCc1cccs1	1%	0%	5%
COc1ccccc1C1C(C#N)=C(N)Oc2cc(C)n(CCCn3ccnc3)c(=O)c21 (configuration not stated)	2%	-3%	7%
Cc1ccc(NC(=O)CS(=O)CC(=O)NC(C)CCc2ccco2)cc1Cl (configuration not stated)	-20%	3%	0%
Cc1onc(-c2ccccc2)c1C(=O)Nc1nnc(C(C)C)s1	5%	4%	3%[56.1 µM]
COc1ccc(C(=O)COC(=O)C(CC(C)C)N2C(=O)c3ccccc3C2=O)cc1 (configuration not stated)	22%	-19%	-3%
COc1ccc(Br)cc1S(=O)(=O)Nc1ncn[nH]1	-5%	-1%	2%
CC(C)CCN1C(=O)c2ccc(-c3nc4ccccc4c(=O)o3)cc2C1=O	3%	-3%	2%
COC(=O)CSc1cc(SCC(=O)OC)c(C#N)c(SCC(=O)OC)c1	-6%	-20%	-8%
O=C(/C=C/c1ccc([N+](=O)[O-])cc1)NCCc1ccccc1	16%	16%	3%
CCC1CCc2sc(C(=O)NC3CCN(Cc4ccccc4)CC3)cc2C1 (configuration not stated)	-14%	9%	8%[0.505 µM]
CCOC(=O)C(=O)Nc1ccc(S(=O)(=O)Nc2ncccn2)cc1	.	-6%	-2%
COc1ccc(C2C(C(C)=O)=C(O)C(=O)N2CCc2c[nH]c3ccccc23)cc1 (configuration not stated)	17%	-30%	3%
COc1ccc(Cl)cc1N(CC(=O)NC(C)(C)C)S(=O)(=O)c1ccc(C)c([N+](=O)[O-])c1	19%	11%	7%
O=C1NC(=O)C(Cc2ccccc2)(c2cccnc2)N1 (configuration not stated)	-3%	14%	-3%
COc1cc(C(=O)O)nc(OC)n1	11%	0%	.
CCn1c(CC(=O)Nc2ccccc2C)nnc1SCC(=O)NC1CCCC1	-2%	-3%	-7%
CCOc1c(Cl)cc(C(=O)NCCN2CCCCC2)cc1Cl	-8%	2%	2%
CC(=O)c1cccc(NC(=O)N2CCC(C(=O)c3ccc(F)cc3)CC2)c1	-5%	-1%	0%
COc1ccc(N2C(=O)CC(Sc3nc(C)cc(C)n3)C2=O)cc1OC (configuration not stated)	-3%	-6%	.
CN(CCC#N)c1ncnc2scc(-c3ccccc3)c12	6%	-9%	2%
Cc1cc(C)c2nc(SCCc3ccccc3)nc(C)c2c1	10%	-10%	-9%
CCN(CC)c1cc(C)c2cc(NC(=O)c3ccccc3F)ccc2n1	?	-31%	.
Fc1ccc2c(-c3cccc(C(F)(F)F)c3)c(-c3ccccc3)ncc2c1	.	-22%	-10%
Cn1c(CCCNC(=O)c2cccs2)nc2ccccc21	1%	-13%	-1%
COC(=O)c1ccc(Oc2ccc(C(C)(C)C)cc2)c([N+](=O)[O-])c1	13%	1%	4%
COc1ccccc1CN1C(=O)c2cccc3cccc(c23)C1=O	6%	0%	1%
CC[N+]1=CN(c2ccccc2)C(C)=CC1(C)C	4%	-7%	3%
CCOC(=O)Cc1cnc(NC(=O)NC(C(=O)OCC)(c2ccccc2)C(F)(F)F)s1 (configuration not stated)	?	-3%	3%
O=C1NC(c2cccc([N+](=O)[O-])c2)=CCN1c1ccccc1O	3%&-21%&-20%	4%	11%[56.1 µM]
CC(Oc1ccc(Cl)cc1Cl)C(=O)NCc1ccncc1 (configuration not stated)	-21%	-11%	3%
COc1ccc(OC)c(CNCc2c(C(=O)O)n(Cc3cccc(F)c3)c3cc(OC)ccc23)c1	.	16%	0%
Cc1ccc(NC(=O)CC2S/C(=N/N=C3\CCCc4ccccc43)NC2=O)cc1 (configuration not stated)	-3%	-20%	3%
O=[N+]([O-])c1cccnc1N1CCC(c2cc(-c3ccc(Cl)cc3Cl)n[nH]2)CC1	-20%	-15%	11%
CS(=O)(=O)N(Cc1ccc(C(=O)N2CCc3ccccc3C2)cc1)c1ccccc1	16%	4%	-1%
CCCCCCC(c1c(C)n(C)n(-c2ccccc2)c1=O)c1c(C)n(C)n(-c2ccccc2)c1=O	5%	-2%	0%
COc1ccc(CNC(=O)Nc2cn(CC(C)C)c(=O)c3ccccc23)c(OC)c1	.	?	0%
O=C1COc2ccc(OCc3ccc(F)cc3)cc21	-1%	8%	0%
Cc1cc(=O)[nH]c(N/N=C/c2c(C)oc3ccccc23)n1	6%	-10%	5%
Cc1ccc(CNc2ncc(-c3ccc4c(c3)OCO4)n2C)cc1	1%	3%	-2%
CCOc1ccc(CC(=O)OCN2C(=O)c3ccccc3C2=O)cc1	-1%	-17%	-6%
CC1CCN(S(=O)(=O)c2cn(C)c(=O)n(C)c2=O)CC1	-2%	-4%	8%
CCN(C(=O)CSc1ccc(S(=O)(=O)N2CCOCC2)cn1)c1ccccc1	.	-4%	0%[56.1 µM]
Cc1cc(C)c(S(=O)(=O)Nc2ncn[nH]2)cc1C	1%	5%	8%
CN(C)c1ccc(C(CNS(=O)(=O)c2ccccc2)N2CCc3ccccc32)cc1 (configuration not stated)	.	2%	9%
O=C(/C=C/c1ccc(-c2cccc([N+](=O)[O-])c2)o1)N1CCOCC1	-7%	16%	3%
CC1(C)Cc2nc3oc4c(=S)nc[nH]c4c3cc2CO1	12%	8%	1%
COCCN(C(=O)CSc1nnc(C)n1Cc1ccccc1)c1c(N)n(Cc2ccccc2)c(=O)[nH]c1=O	-2%	7%	2%
COc1ccc(Cn2c(CNC(=O)Cc3cccc([N+](=O)[O-])c3)nc3cccnc32)cc1	.	11%	8%
COc1cc(C(=O)NCC2CCCN2S(=O)(=O)c2cccs2)cc(OC)c1OC (configuration not stated)	-13%	-15%	0%

# Continuation.
molecule	N370S GC mod	FEN1 inhibitor	TDP1 block
CC1(C)Cc2c(cnn2-c2ccccc2)C(NC(=O)CCN2CCCCO2)C1 (configuration not stated)	2%	-4%	4%
CCOc1cccc(CNn2cnnc2)c1OCc1ccccc1Cl	8%	-2%	3%
O=C(COC(=O)c1ccccc1F)Nc1cc(S(=O)(=O)N2CCOCC2)ccc1N1CCCC1	-2%	4%	-1%
Cc1ccc(C)c(Cn2c3ccccc3c3cnn(CC(=O)NCCc4ccccc4)c(=O)c32)c1	.	3%	3%
O=C(CCCCn1c(=O)c2ccccc2n(CC(=O)Nc2ccccc2)c1=O)NCc1ccco1	-12%	7%	2%
Cc1ccc(C(=O)N/C(=C\c2cccs2)C(=O)NCCc2c[nH]c3ccccc23)cc1C	22%	-17%	8%
CCOC(=O)c1c(C)[nH]c(NC(=O)NNC(=O)c2ccccc2Cl)c1C	.	-12%	-1%[56.1 µM]
CN(c1ccccc1)S(=O)(=O)c1cc(Cl)ccc1Cl	1%	8%	-11%
Cc1ccc(-c2c(C)n([O-])c3c([n+]2=O)CCC3)cc1	4%	1%	-3%
Cc1nc(C)c(-c2ccc(SCC(=O)Nc3cccc(Cl)c3)nn2)s1	3%	-9%	1%
CCOC(=O)c1c(C)c(C(=O)Nc2cc(OC)ccc2OC)c(C)n1CC	19%	-8%	10%
COc1cccc(CNC(=O)c2nnn(CC(=O)Nc3c(C)cccc3C)c2N)c1	-3%	-18%	?
COc1cc(SC)ccc1C(=O)N(Cc1ccccc1)c1ccccn1	7%	3%	4%
CCC1=C([N+](=O)[O-])C(c2ccc3c(c2)OCO3)NC(=O)N1 (configuration not stated)	-17%	1%	.
Cc1ccccc1OCC(=O)N(Cc1ccco1)c1c(N)n(Cc2ccccc2)c(=O)[nH]c1=O	.	-13%	0%
COc1ccc(C(=O)NCc2nc(C)c(C)s2)cc1OC1CCN(C(C)C)CC1	-1%	6%	4%
CCOC(=O)c1ccc(NC(=O)C2CCN(C(=O)c3ccc(OC)c(OC)c3)CC2)cc1	-11%	0%	7%[56.1 µM]
COc1ccc(Cl)cc1S(=O)(=O)NCc1cccnc1	1%	5%	1%
COc1ccc(CNS(=O)(=O)c2csc(C(N)=O)c2)cc1OC	-7%	16%&23%	1%&3%
O=C(Nc1nnc(S(=O)(=O)N2CCOCC2)s1)c1ccccc1	-4%	-2%	.
CCOc1cccc(C(=O)NC(=S)Nc2ccc3c(c2)OCCO3)c1	-13%	-3%	8%
CC(C)C[C@H](NC(=O)C1CC(=O)N(c2ccc3c(c2)OCCO3)C1)C(=O)NC1CCCC1 (some centres not stated)	-4%	-15%	3%
COc1ccc2nc(COC(=O)c3ccco3)c(C(C)=O)[n+]([O-])c2c1	5%	5%	4%
CCC1Oc2nc(SC)nnc2-c2ccccc2N1C(=O)c1ccccc1 (configuration not stated)	-14%	1%	2%
CC1=NN(/C(=N\c2nnc(C)s2)Nc2ccc(C)cc2)[C@H](c2ccc(C)cc2)S1	10%	-14%	2%
Cc1n[nH]c(=O)nc1N1CCc2ccccc2C1	6%	9%	6%
O=C(NC1CCCCC1)c1cccc(OCc2ccccc2)c1	-2%	-18%	3%
CC(C)c1ccc(NC(=O)CNC(=O)Cn2ccc3ccccc3c2=O)cc1	-6%	16%&-10%	-8%&-3%
CCOC(=O)C1=C(COC(=O)CSc2ccc(Br)cc2)NC(=O)NC1C (configuration not stated)	-5%	2%	0%
N#Cc1ccc(/C=N/NC(=O)c2cc(-c3cccs3)nc3ccccc23)cc1	4%	-6%	5%
COc1cc(OC)cc(C(=O)NC(=S)Nc2ccc(Cl)c(C(=O)O)c2)c1	0%	-1%	-8%
O=C(CCSc1ccccc1)Nc1ccc(OCc2ccccc2)cc1	10%	0%	2%
COc1ccc(C(=O)NC2(C(F)(F)F)N=C3SCCN3C2=O)cc1 (configuration not stated)	-5%	-9%	0%
O=C(O)c1c[nH]c(=S)n1-c1ccc(F)cc1	?	-2%	.
CC(C)CCN1C(Nc2ccccc2)=NC[C@@H]1CC(C)C	-5%	-4%	.
Nc1cc(-c2cccc([N+](=O)[O-])c2)[nH]n1	0%	-9%	-1%
COc1ccc(C)cc1S(=O)(=O)N1CCOCC1	2%	1%	0%
COc1ccc(C(=O)Nc2ccc(N3CCCCC3)cc2)cc1Br	5%	-9%	7%
CC(O)c1nc(C(C)O)n(CC(=O)c2ccccc2)n1 (configuration not stated)	-7%	-1%	1%
Cc1cccc(N2C(=O)CS(=O)(=O)C23C(=O)N(Cc2c(F)cccc2Cl)c2ccccc23)c1 (configuration not stated)	.	4%	0%
COc1cccc(-c2nc3c(c(SCC(=O)Nc4cc(C)ccc4C)n2)Cc2c(CO)cnc(C)c2O3)c1	.	-1%	-3%
Cc1c(Cl)ccc2c1NC(=O)[C@]21N[C@@H](Cc2ccccc2)[C@H]2C(=O)N(c3ccc(F)cc3)C(=O)[C@H]21	-3%	-12%	7%
OCCC1CN(Cc2cccn2-c2ccccn2)CCN1C1CCCC1 (configuration not stated)	-12%	-7%	3%
O=C(O)[C@H]1CN(CCCP(=O)(O)O)CCN1	-7%&-2%	.	13%
O=C(COc1ccc(Cl)cc1Cl)OCC(=O)N1CCCc2ccccc21	26%	3%	-4%
O=C(Nc1ccc2oc(-c3ccncc3)nc2c1)c1ccc2c(c1)OCCO2	-9%	-25%	-12%
COc1ccc(C(=O)OCc2csc(C)n2)c(O)c1	9%	5%	1%
COc1ccc([N+](=O)[O-])cc1NC(=O)CC1SC(=Nc2cccc(C)c2C)N(/N=C/c2cccc(OC)c2OC)C1=O (configuration not stated)	6%	-3%&-21%	7%

# Bioassay records from PubChem.
